OX1R antag-1: antagonists of human orexin 1 receptor (OX1R). AID 485270. O43613. actives 1.8% (n = 330,000). OX1R-expressing cells, FRET antagonist read-out. inhibition, % at 6.6 µM; in the data active means inhibition mostly above about 38%, no sharp cut-off; inactive means mostly below about 40%;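 further: 0% = agonist challenge alone and 100% = reference antagonist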
OX1R antag-2: human HCRTR1 antagonism; O43613; CHO/OX1R cells, Fluo-8 calcium fluorescence, orexin A; inhibition, % at 5 µM; actives 0.43% (n = 330,000); AID 434989;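 active means inhibition above its plate's threshold, mean inhibition of all tested compounds on the plate plus 3 SD, cut at about 37% in these data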;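 further: 0% = orexin A challenge wells and 100% = SB-334867-A antagonist wells; not every result past the cut was called active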
CHT PAM: allosteric activators of human choline transporter CHT. CHT-expressing cells, membrane potential dye, choline EC20; active compounds read high; LV-AA mutant CHT in HEK293 cells. B-score at 10 µM. actives 0.49% (n = 310,000). Q9GZV3;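 active means initial fluorescence not abnormally high and integrated response B-score, plate-corrected, over 3 SD above library mean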
Target sequence (Q9GZV3 whole entry, looked up): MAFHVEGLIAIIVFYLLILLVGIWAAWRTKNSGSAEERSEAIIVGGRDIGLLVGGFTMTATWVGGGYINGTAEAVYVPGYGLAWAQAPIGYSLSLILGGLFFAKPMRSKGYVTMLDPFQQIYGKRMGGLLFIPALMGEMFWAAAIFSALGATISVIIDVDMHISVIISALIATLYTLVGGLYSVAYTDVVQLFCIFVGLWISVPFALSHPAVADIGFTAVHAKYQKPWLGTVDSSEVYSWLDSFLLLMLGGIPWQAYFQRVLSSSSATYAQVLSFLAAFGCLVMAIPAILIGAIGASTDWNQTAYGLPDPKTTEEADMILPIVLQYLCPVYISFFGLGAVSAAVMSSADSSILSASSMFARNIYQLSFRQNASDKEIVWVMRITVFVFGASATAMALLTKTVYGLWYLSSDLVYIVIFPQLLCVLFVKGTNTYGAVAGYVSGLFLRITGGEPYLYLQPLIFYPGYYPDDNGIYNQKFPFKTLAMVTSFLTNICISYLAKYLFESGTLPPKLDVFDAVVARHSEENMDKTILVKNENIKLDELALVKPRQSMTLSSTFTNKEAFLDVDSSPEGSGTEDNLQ
Starred values were filed as active, the others as inactive; i = inactive; / = not tested or not shown.

Values run as follows: OX1R antag-1	OX1R antag-2	CHT PAM
1: CC(C)c1ccc(NC(=O)C2CCN(c3ncnc4c3nc3n4CCCCC3)CC2)cc1
→ 2	-15	i
2: O=c1oc(-c2ccc(O)c(O)c2)cc2cc(O)cc(O)c12
→ 8	5	/
3: O=C(Cc1ccc(Cl)cc1)NCC(=O)N1CCN(c2ccccc2)CC1
→ 24	-17	i
4: COc1ccccc1Nc1nc(N)nc(CCl)n1
→ 1	-3	i
5: COc1cc(C(C)=O)ccc1COc1ccc(C(=O)OCC(=O)NC(C)(C)C)cc1OC
→ 16	-5	i
6: O=C(/C=C/c1ccc(-c2cccc([N+](=O)[O-])c2)o1)N1CCOCC1
→ 23	-21	i
7: CCOC(=O)C1CCCN(S(=O)(=O)c2cc(OCC(N)=O)c(C)cc2Cl)C1 (centres undefined)
→ 4	-2	i
8: CCCn1c(CC)nc([N+](=O)[O-])c1Sc1ccc(C)cc1
→ 16	-20	i
9: CC(C)(C)OC(=O)N[C@@H](Cc1ccccc1)c1nnc(SCC(N)=O)o1
→ 18	-29	i
10: Cn1nnnc1SCc1nnc(-c2ccc(Cl)cc2)o1
→ 28	-1	i
11: Cc1ccc(C2CC2C(=O)NNC(=S)Nc2cccc(C)c2)cc1 (centres undefined)
→ 17	-23	i
12: O=C1CCCCCN1CSc1nc2ccccc2s1
→ 20	-16	i
13: O=C(OCc1cnc(Cl)s1)c1cccs1
→ 8	-10	i
14: CCOC(=O)c1sc2nc(CN3CCN(c4cccc(C(F)(F)F)c4)CC3)[nH]c(=O)c2c1C
→ 8	-2	i
15: O=C(Nc1ccc(S(=O)(=O)N2CCOCC2)cc1)c1cc(-c2cc(Cl)ccc2O)n[nH]1
→ 16	2	i
16: Cn1nc(C(=O)N2CCN(c3ccc([N+](=O)[O-])cc3)CC2)c2c1-c1ccccc1S(=O)(=O)C2
→ 14	8	i
17: COC(=O)Cn1c(CN(Cc2ccccc2)Cc2ccccc2)nc2c1c(=O)[nH]c(=O)n2C
→ 0	-36	i
18: O=C(Nc1ccc(S(=O)(=O)Nc2ccccn2)cc1)c1cccc(Cl)c1
→ 1	-3	i
19: COc1cc(CC(=O)OCC(=O)c2ccc[nH]2)cc(OC)c1OC
→ 12	-13	/
20: Cc1cc(C)c([C@@H]2C[C@H]3CN(C4CCCC4)C(=O)[C@]34CCCN24)c(-n2cccn2)c1
→ 5	-48	i
21: Cc1ccsc1C1Nc2ccccc2C(=O)N1O (centres undefined)
→ 10	-3	i
22: O=C(COC(=O)C1COc2ccccc2O1)Nc1cccc(F)c1 (centres undefined)
→ 3	4	/
23: Cc1cc(-c2csc(NC(=O)c3ccc(C#N)cc3)n2)c(C)n1Cc1ccco1
→ 10	1	i
24: Cn1c(C(=O)N2CCN(C(=O)c3ccco3)CC2)cc2c(=O)n(C)c3ccccc3c21
→ 14	-26	i
25: Cc1ccc(NC(=S)N(CCCN2CCCC(C)C2)Cc2ccco2)cc1C (centres undefined)
→ -2	-13	i
26: CCOc1ccc(-c2nnn(CC(=O)NCc3ccccc3)n2)cc1
→ 16	-4	i
27: CC1CCCN(C(=O)NC(=O)c2ccc(Cl)cc2)C1 (centres undefined)
→ 22	-2	i
28: COC(=O)CSc1ccc2nnc(CCNS(=O)(=O)c3ccc(C)cc3)n2n1
→ 16	-8	i
29: Cc1sc2ncnc(SCC(=O)NNC(=O)c3ccco3)c2c1C
→ 11	-1	i
30: CC(C)N(Cc1ccccc1)C(=S)Nc1ccc(F)cc1
→ 13	10	i

Later entries:
Values run as follows: OX1R antag-1	OX1R antag-2	CHT PAM
31: CC(=O)C1=C(c2ccccc2)NC(=S)NC1c1ccc(O)c(O)c1 (centres undefined)
→ 18	0	i
32: Cc1ccc(Oc2ccc(OCC(=O)NC(CC(C)C)C(=O)O)cc2)cc1 (centres undefined)
→ 26	-8	i
33: Cc1ccc(-n2nnnc2SCC(=O)Nc2cccc(NC(=O)c3ccco3)c2)cc1C
→ 41	-3	i
34: COc1ccc(-n2c(C)cc(=O)c3c2CC(C)(C)CC3=O)cc1
→ 14	-13	i
35: Cc1cc(CCCCCCCCc2cc(C)cc(=O)o2)oc(=O)c1
→ 6	-29	i
36: COc1ccccc1N1CCN(C2CCCN(C(=O)c3cscn3)C2)CC1 (centres undefined)
→ 9	-12	i
37: CCCNC(=O)N1CCN(Cc2ccco2)CC1
→ 9	-2	i
38: Cn1c(CN2CCOCC2)nnc1SCc1ccc(C#N)cc1
→ 9	-13	i
39: O=C1c2ccccc2C(=O)N1CCc1nc2ccccc2c(=O)n1Cc1ccco1
→ 19	-15	i
40: COc1ccc(C(=O)C[n+]2ccccc2/C=N/O)cc1
→ 38	-1	i
41: Cc1ccc(Cn2nc(C)c(NC(=O)C3CC3)c2C)cc1
→ 6	-3	i
42: COC(=O)c1sc(N)c(C(=O)OC)c1COC(=O)[C@@H](NS(=O)(=O)c1cccc(Cl)c1)C(C)C
→ 35	-14	i
43: COc1cccc(C(=O)NCCCNC(=O)c2ccco2)c1
→ 3	-3	i
44: Cc1[nH]n(-c2nc(-c3cccc([N+](=O)[O-])c3)cs2)c(=O)c1C
→ -1	-16	i
45: COc1ccc(N(CC(=O)NN=C2CCCCCCC2)S(=O)(=O)c2ccccc2)cc1Cl
→ 14	-10	i
46: CCOc1ccc2[nH]c(=O)c(CN(CCN3CCCC3)C(=S)Nc3ccccc3OC)cc2c1
→ 12	-45	i
47: CC(=O)N(C)c1cccc(-c2ccc3nnc(C)n3n2)c1
→ 3	7	i
48: C(=Nc1ccc(N2CCOCC2)cc1)c1c[nH]c2ccccc12
→ 13	-21	i
49: Cn1c2ccc(F)cc2c2ncn(CCCN(CCO)CCO)c(=O)c21
→ 9	-23	i
50: CCOC(=O)C1CCCN(S(=O)(=O)c2ccc(C)cc2)C1 (centres undefined)
→ 15	-11	i
51: COc1ccc2sc(-c3ccccc3OC)c(-c3ccc(O)cc3)c2c1
→ 10	-3	/
52: Cc1ccc(C)c(C(=O)Nc2nc3ccccc3[nH]2)c1
→ 19	-11	i
53: CCc1nc2ccccc2n1CC(=O)OCC(=O)N(CC(C)C)c1c(N)n(Cc2ccccc2)c(=O)[nH]c1=O
→ 18	-12	i
54: O=c1[nH]c(SCc2ccccc2Cl)nc2[nH]ncc12
→ 17	-9	i
55: O=C(Cc1cccc2ccccc12)N/N=C/c1ccc(F)cc1
→ 1	-5	i
56: CCOc1ccccc1NC(=O)c1cc(S(=O)(=O)N2CCC3(CC2)OCCO3)ccc1F
→ 6	-12	i
57: CCc1ccccc1N1C(=O)C2C3CC(=O)C(c4ccccc43)C2C1=O (centres undefined)
→ 6	0	i
58: CC1(C)C(C(=O)O)N2C(=O)C(NC(=O)Cc3ccccc3)C2S1=O (centres undefined)
→ 23	-10	i
59: O=C(NCC1CCCO1)c1cc(Br)c(Br)s1 (centres undefined)
→ 11	-14	i
60: O=C(Oc1cccc(C(=S)N2CCOCC2)c1)c1ccccc1
→ 6	-8	i

(cont.)
Values run as follows: OX1R antag-1	OX1R antag-2	CHT PAM
61: COCCn1c(SCC(=O)Nc2ccccc2F)nc2c(c1=O)SCC2
→ 21	-15	i
62: CSc1ncccc1C(=O)Nc1cccc(S(=O)(=O)N2CCCCC2)c1
→ 12	22	/
63: Cc1oc2c(C)c3oc(=O)c(CCC(=O)O)c(C)c3cc2c1-c1ccccc1
→ 14	-15	i
64: CCOc1cc(NC(=O)c2ccccn2)c(OCC)cc1NC(=O)c1ccc(OC)cc1
→ 15	-38	i
65: CNC(=O)c1ccccc1Sc1ccccc1C#N
→ 9	8	i
66: COC(=O)c1ccc(OC(=O)CCN2C(=O)C3CCCCC3C2=O)cc1 (centres undefined)
→ 24	-13	i
67: CCCCOC(=O)c1ccc(O)cc1
→ 22	-5	i
68: COc1ccc(F)cc1S(=O)(=O)NC1CCCC1
→ 9	1	i
69: C/C(=N\NC(=O)c1sccc1-n1cccc1)c1cccs1
→ 14	-13	i
70: COc1ccc(OC)c(-n2c(-c3ccccc3)n[nH]c2=S)c1
→ 4	-8	i
71: COc1cc(NC(=O)c2ccc(NS(=O)(=O)c3c(C)noc3C)cc2)cc(OC)c1
→ 16	-7	i
72: Cc1cccc(Nc2nc(N)nc(CCl)n2)c1
→ 7	-9	i
73: CCN1C(=O)[C@H]2[C@@H](c3ccc(-c4ccc(F)cc4)cc3)N[C@@](C)(C(=O)OC)[C@H]2C1=O
→ 9	-4	/
74: COC(=O)c1cnc(NNS(=O)(=O)c2ccc(C(F)(F)F)cc2)nc1C(F)(F)F
→ 11	-16	i
75: COc1ccc(C(=O)NCC(=O)OCC(=O)c2ccc3c(c2)OCCO3)cc1
→ 6	-16	i
76: Fc1cccc(Nc2ncnc3sc4c(c23)CCC4)c1
→ 32	-26	i
77: CC(C)Sc1nc2sc3c(c2c2nnc(SCC(=O)NCc4ccco4)n12)CCCC3
→ 6	-16	i
78: Cc1ccc(Cn2nnc3c(=O)n(CC(=O)N4CCCc5ccccc54)cnc32)cc1
→ -4	-5	i
79: CC(C)(O)c1cn(-c2nonc2N)nn1
→ 38	-20	i
80: O=C(CC(Sc1ccc(Br)cc1)C(=O)O)c1ccc(Br)cc1 (centres undefined)
→ 10	-5	i
81: CCc1nnc(N/N=C/c2cc(Br)c(O)cc2O)n1N
→ 72*	-16	i
82: CC1CCCN(C(=O)COC(=O)Cc2c(F)cccc2Cl)C1 (centres undefined)
→ 13	-9	i
83: N/C(Cc1nc2ccccc2s1)=N\O
→ 2	-8	i
84: CN(C)c1ccc(/C=C(\C#N)C(=O)OCC(=O)N(C)C2CCS(=O)(=O)C2)cc1 (centres undefined)
→ 35*	1	/
85: CCOC(=O)Cc1cc(-c2ccccc2)nc2ccc3ccccc3c12
→ 32	-34	i
86: O=C(COC(=O)c1ccccc1)Nc1ccccc1Sc1ccccc1
→ -5	-39	i
87: Cc1nnc(SCC(=O)NCC2CCCO2)n1Cc1ccccc1 (centres undefined)
→ 1	-6	/
88: Cc1cc(Br)cc2c1NC(=O)C2(O)CC(=O)c1ccco1 (centres undefined)
→ 11	4	i

High-throughput results deposited in PubChem by several laboratories.
